High-throughput results from PubChem BioAssay.
SRC2 inh: human SRC2 (NCOA2) inhibition. inhibition, % at 9 µM. Q15596. 0.17% of 370,000 active. HEK293 GAL4-SRC2 luciferase reporter, luminescence;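 active means inhibition above the mean inhibition of all tested compounds plus 3 SD, set per campaign, cut at about 52% in these data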;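 further: 0% = DMSO treated cells and 100% = cells given Gossypol at 36 µM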
TRAIL sens C8: caspase-8 TRAIL sensitization | NB7+C8 cells + TRAIL, ATPlite viability luminescence | inhibition (viability loss, TRAIL sensitization), % at 10 µM | 1% of 360,000 active;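 active means compounds causing at least 50% loss of cell viability in the single-dose screen, relative to plate controls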
EBV LMP1 NFkB: inhibitors of Epstein-Barr LMP1-induced NF-kappaB reporter; inhibition, % at 12.5 µM; LMP1-induced NF-kappaB luciferase reporter cells, luminescence; AID 504558; 0.69% of 350,000 active; in the data active means inhibition above about 41%;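 further: 0% = neutral control wells and 100% = reference inhibitor control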
NCOA1 inh: inhibitors of human steroid receptor coactivator 1 (SRC1). Q15788. HEK293 GAL4-SRC1 luciferase reporter, luminescence. AID 588354. inhibition, % at 3.6 µM. 0.12% of 360,000 active;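 active means inhibition above the campaign mean plus 3 SD, with each screening campaign given its own cutoff, cut at about 60% in these data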;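 further: 0% = DMSO treated cells and 100% = gossypol at 36 µM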
TWEAK Fn14 block: TWEAK-Fn14 signaling inhibition; inhibition, % at 10 µM; TWEAK-stimulated Fn14 reporter cells, luciferase luminescence, 8 h; 2% of 360,000 active; in the data active means inhibition above about 50%
NOD2 RIPK2 PPI: inhibitors of human NOD2-RIPK2 interaction. O43353. CHO BLA complementation NOD2-RIPK2, CCF4 ratio. inhibition, % at 4.98 µM. 0.38% of 360,000 active; in the data active means inhibition above about 21%;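 further: 0% = vehicle only and 100% = reference blocker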
NCOA3 inh: inhibits human SRC3 coactivator; Q9Y6Q9; HEK293 GAL4-SRC3 luciferase reporter, luminescence; inhibition, % at 3.6 µM; 0.17% of 360,000 active; AID 588352;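 active means inhibition above a per-campaign cutoff, the mean of all compounds plus 3 SD, cut at about 60% in these data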;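 further: 0% = DMSO-treated cells and 100% = gossypol-treated cells at 36 µM; higher means less SRC3-driven luciferase light from the GAL4 reporter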
TLR9-MyD88 inh: blocks human TLR9 binding to MyD88. inhibition, % at 4.98 µM. 0.21% of 340,000 active. CHO BLA complementation TLR9-MyD88, CCF4 FRET ratio. Q9NR96+Q99836;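 active means inhibition above the mean over all tested compounds plus 3 SD, cut at about 21% in these data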;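 further: 0% = DMSO only wells and 100% = clavulanate BLA inhibitor control wells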
NR2F2 inh: inhibitors of human COUP-TFII (NR2F2); P24468; AID 686940; HEK293T NGFI-A luciferase reporter, luminescence; 0.7% of 370,000 active; inhibition, % at 8.6 µM;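 active means inhibition above a per-plate cutoff, mean inhibition of test wells between control levels plus 3 SD, cut at about 38% in these data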;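 further: cells cotransfected with COUP-TFII expression vector driving the NGFI-A reporter; 0% = median of COUP-TF2 test wells and 100% = reporter-only cells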
NR5A2 inv ag: suppresses constitutive activity of human LRH-1; HEK293T StAR-luciferase reporter, LRH-1 transfected, 24 h; O00482; 0.13% of 360,000 active; inhibition, % at 3.6 µM;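 active means inhibition above the mean inhibition of all tested compounds plus 3 SD, cut at about 73% in these data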;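 further: 0% = DMSO wells and 100% = reporter-only cells lacking LRH-1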
TROY NFkB inh: inhibitors of TROY-dependent NF-kB signaling; Q293 LMP1-TROYcd NF-kB luciferase reporter, 4 h; inhibition, % at 10 µM; 0.98% of 360,000 active; AID 1347056;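 active means compounds whose plate-normalised and pattern-corrected inhibition of the luciferase reporter signal at the single screening dose is 50% or more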
Numbers without * were called inactive; . = not tested or not shown.

SMILES	SRC2 inh	TRAIL sens C8	EBV LMP1 NFkB	NCOA1 inh	TWEAK Fn14 block	NOD2 RIPK2 PPI	NCOA3 inh	TLR9-MyD88 inh	NR2F2 inh	NR5A2 inv ag	TROY NFkB inh
CCOC(=O)C1CCN(C(=O)c2sc3ncnc(N4CCC(C)CC4)c3c2C)CC1	-21	1	6	-16	-36	-4	-15	12	11	14	0
Oc1ccc(/C=N/Nc2cccc3cccnc23)c(O)c1	-51	19	-15	-78	-20	4	-130	-7	-57	-156	-6
CC(=O)Nc1ccc(S(=O)(=O)C(C#N)c2nc3ccccc3nc2NCCCO)cc1 (stereo unspecified)	10	-9	-13	13	0	-3	7	-2	12	19	-6
COc1cc(-c2nnc(SCC#CCO)o2)cc(OC)c1OC	-20	-5	-4	-15	-8	0	14	6	-6	9	0
CCOC(=O)CSc1nnc(-c2ccco2)n1C	10	-11	4	-10	-6	3	-6	-4	0	9	9
Cc1ccc(NC(=O)Cn2nc(C(=O)Nc3ccc(C)cc3)ccc2=O)cc1	25	-5	2	7	9	-1	-41	-22	16	-14	8
O=C(OCc1ccccc1)c1ccc2c(c1)-c1ccccc1C2=O	-48	-4	-43	-81	-23	7	-70	1	-14	-61	-60
COc1ccc(NC(=S)NNC(=O)c2nnn(-c3ccccc3)c2C)cc1	-22	3	8	-24	2	-4	-3	3	8	-32	-25
CCOc1ccccc1NC(=O)c1cc(CC(C)C)oc1C	-22	-6	4	-35	-5	10	1	5	-6	-3	-22
Cc1ccc2c(c1)N(C(=O)CCC(=O)N1CCN(c3cccc(C)c3C)CC1)CCO2	21	-15	3	-19	32	10	2	13	31	2	44
CCCC(c1nnnn1Cc1ccco1)N1CCC(C(N)=O)CC1 (stereo unspecified)	-3	3	-1	-4	-3	-5	-6	5	11	13	5
O=C1CC(NS(=O)(=O)c2ccc([N+](=O)[O-])cc2)CN1c1cccc(F)c1 (stereo unspecified)	1	-5	2	6	-24	2	-22	-8	-8	-6	4
CC(C)N(Cc1ccccc1)C(=S)NCc1ccccc1	41	-4	3	6	10	3	11	1	-7	1	0
COc1cc(/C=N/n2c(-c3cc(C)[nH]n3)n[nH]c2=S)cc(OC)c1O	7	-9	4	-5	-1	-3	0	4	1	6	-27
CC1(c2ccccc2)NC(=O)N(CC(=O)N2CCN(S(=O)(=O)c3c(F)cccc3F)CC2)C1=O (stereo unspecified)	15	2	3	2	12	5	-1	3	19	-16	5
O=C(Nc1ccc2nsnc2c1)C1CC1	3	8	8	12	8	-1	14	7	5	-3	-1
CCC(C)NC(=O)c1nn(C)c(=O)c2ccccc12 (stereo unspecified)	-1	-9	-16	-12	-20	3	6	-6	-8	0	3
NNC(=O)c1ccncc1	-9	-5	9	-3	1	0	-8	4	1	7	7
NC(=O)CSc1nnc(-c2ccc(S(=O)(=O)N3CCOCC3)cc2)n1CC1CCCO1 (stereo unspecified)	8	-21	2	-14	1	-4	-7	-10	-10	6	5
Oc1[nH]c2ccccc2c1N=Nc1cccc(Cl)c1	-48	2	-29	-74	-6	7	-88	11	-19	-23	-69
Cc1nc(-c2ccc(Cl)cc2)sc1C(=O)NNC(=O)C(C)C	-11	-7	.	-11	-13	7	1	.	6	-6	-4
O=C1[C@H](Cc2ccccc2)NCC=CC[C@@H](c2ccco2)N1Cc1ccccc1	-14	-5	1	-30	-15	3	16	2	6	-20	10
Cc1cccc(/C=C2\Sc3ccc(C(=O)NCC4CCCO4)cc3N(C)C2=O)c1 (stereo unspecified)	0	-4	1	-3	19	1	12	-1	7	8	10
COC(=O)c1cc([N+](=O)[O-])c(-n2ccnc2)c([N+](=O)[O-])c1	-7	4	13	-11	-5	-1	7	-2	11	0	13
O=C(Nc1ccccc1Cl)O/N=C(/c1ccccc1)c1ccccn1	6	-11	25	-8	60*	-3	14	-1	0	15	4
Carrying on:
SMILES	SRC2 inh	TRAIL sens C8	EBV LMP1 NFkB	NCOA1 inh	TWEAK Fn14 block	NOD2 RIPK2 PPI	NCOA3 inh	TLR9-MyD88 inh	NR2F2 inh	NR5A2 inv ag	TROY NFkB inh
O=C(NCc1ccc(Cl)cc1)N1CCOCC1	-21	6	-9	-48	8	2	-25	2	-2	-24	9
Cc1ccc(S(=O)(=O)N(C)c2ccc(OC(=O)c3ccc(N4CCCC4=O)cc3)cc2)cc1	2	17	2	3	-7	-7	-21	-2	0	-6	-1
COc1ccccc1N1CCN(Cc2cc(=O)oc3ccccc23)CC1	20	-1	.	-14	5	-3	8	.	-8	-12	0
CCOC(=O)c1[nH]c(C)c(C(=O)OCCN2C(=O)c3ccccc3C2=O)c1C	-3	-5	4	-8	30	-1	20	-9	3	-1	13
COc1ccc(-c2nc(NC(=O)c3ccco3)sc2C)cc1	-40	22	20	-33	0	-19	-38	-2	-21	-43	-51
Cc1nnc(-c2cccc(Br)c2)c2cn(-c3ccccc3Cl)nc12	-32	-9	15	-3	18	3	11	4	9	18	-13
Cc1ccc(N(CC(O)CN2CCCC2)S(=O)(=O)c2ccc(C)cc2)cc1 (stereo unspecified)	-27	-5	-7	-14	-24	1	19	-2	4	-7	-27
O=C(NC1CCS(=O)(=O)C1)C1CCCN(S(=O)(=O)c2ccc(Cl)cc2)C1 (stereo unspecified)	7	-6	7	-6	8	-1	9	-3	9	2	3
CCc1ccc(NC(=O)Cc2ccc(-n3cccc3)cc2)cc1	-8	-6	-5	-38	-4	-9	9	-2	-12	-1	-14
CC(Cl)C(=O)Nc1ccccc1C#N (stereo unspecified)	12	16	4	1	-3	-7	0	-5	-8	11	3
Cc1ccc(C)c(CN2C(=O)C3CCCN3c3ccc(C#N)cc32)c1 (stereo unspecified)	-28	3	1	-28	17	-3	-5	-2	-2	17	-9
CC(C)(C)N(Cc1cc2ccccc2[nH]c1=O)C(=O)c1cccc([N+](=O)[O-])c1	5	-10	-19	-6	2	-5	10	-6	0	12	11
c1ccc(-c2cc3c(NCC4COc5ccccc5O4)ncnc3s2)cc1 (stereo unspecified)	3	-4	4	-1	77*	-14	6	9	7	20	59*
COc1ccc(NC(C)=O)cc1NC(C)C(=O)Nc1cc(C(F)(F)F)ccc1N1CCOCC1 (stereo unspecified)	25	5	-3	3	8	-2	21	-4	5	5	15
CCN1CC2=C(OC(N)=C(C#N)C2c2ccccc2)/C(=C\c2ccccc2)C1 (stereo unspecified)	-19	-4	-7	5	9	-9	10	-10	-13	8	-1
COc1ccc(Cl)cc1NC(=O)CNc1ccccc1F	-5	3	-4	12	-4	5	18	7	2	20	-2
COc1ccc(NC(=O)C(C)SCc2ccccc2)cc1 (stereo unspecified)	1	-3	-7	-17	3	-4	-10	0	-26	-32	-9
CCN(CC(=O)Nc1c(F)cccc1F)C(=O)C1Cc2ccccc2CN1S(=O)(=O)CC (stereo unspecified)	18	-9	-8	3	5	2	-8	-2	-4	-4	-13
CCOc1ccc(CN(CC)C(=O)Cc2c[nH]c3ccccc23)cc1OC	-50	2	-12	5	18	-9	-9	-3	2	17	5
N#Cc1ccccc1NC(=O)Nc1ccc(Cl)cc1	-10	10	-2	-13	-20	-9	2	1	-5	2	.
CC(C)(C)OC(=O)C1=CC[C@@H](c2ccc(Cl)c(Cl)c2)N(S(=O)(=O)c2ccc(F)cc2)[C@H]1c1cccc(F)c1	0	-23	.	18	2	1	29	.	-3	-3	9
CCCn1c(SCC(=O)Nc2ccc(OC)cc2)nnc1-c1ccncc1	21	8	9	-3	-3	-14	-10	15	-8	-2	-1
CCOc1ccc(OCC(=O)OCC(=O)N(CC(C)C)c2c(N)n(Cc3ccccc3)c(=O)[nH]c2=O)cc1	2	-17	5	-6	-12	4	-5	5	-8	0	3
O=C(Cn1nnc(-c2cccc(C(F)(F)F)c2)n1)NC1CCCC1	-18	-1	1	-5	10	-10	12	8	1	5	2
CCN(CC(=O)NCc1ccc(Cl)cc1)C(=O)COc1ccc(Cl)cc1Br	14	8	-1	3	-17	-8	8	-5	-8	15	13

One compound at a time, from the list above. Screens in order: SRC2 inh | TRAIL sens C8 | EBV LMP1 NFkB | NCOA1 inh | TWEAK Fn14 block | NOD2 RIPK2 PPI | NCOA3 inh | TLR9-MyD88 inh | NR2F2 inh | NR5A2 inv ag | TROY NFkB inh
`Cc1nnc(-c2cccc(Br)c2)c2cn(-c3ccccc3Cl)nc12` across the screens: -32 | -9 | 15 | -3 | 18 | 3 | 11 | 4 | 9 | 18 | -13
`N#Cc1ccccc1NC(=O)Nc1ccc(Cl)cc1` across the screens: -10 | 10 | -2 | -13 | -20 | -9 | 2 | 1 | -5 | 2 | .

A few values from the results shown:
Result of `COc1ccc(NC(=O)C(C)SCc2ccccc2)cc1` (stereo unspecified) under NR2F2 inh: -26
Result of `Cc1nnc(-c2cccc(Br)c2)c2cn(-c3ccccc3Cl)nc12` under NCOA1 inh: -3

Next section:
SMILES	SRC2 inh	TRAIL sens C8	EBV LMP1 NFkB	NCOA1 inh	TWEAK Fn14 block	NOD2 RIPK2 PPI	NCOA3 inh	TLR9-MyD88 inh	NR2F2 inh	NR5A2 inv ag	TROY NFkB inh
N#CCc1nc2n(n1)Cc1ccccc1-2	-11	-6	-11	-22	10	-11	24	-15	-1	26	-20
CC/C(=N\NC(=O)CSCc1ccc(Cl)cc1)c1ccc2c(c1)OCCO2	16	4	-3	6	-21	-13	-3	2	-9	1	-14
Cc1ccc(C(=O)NCc2cccs2)cc1S(=O)(=O)N1CCCCC1	-10	-6	-9	-8	-5	-1	-4	-2	6	-1	-14
O=C(CN1C(=O)NC2(CCCCC2)C1=O)NCCc1ccccc1	-15	-9	-4	4	-6	-2	-9	-18	7	-15	7
CN(C)c1ccc(NC(=O)CC(NCc2ccccn2)C(=O)O)cc1 (stereo unspecified)	-11	-17	-6	-16	-9	-4	-2	-12	7	-8	-12
O=C(NCc1ccccc1)c1ccc(=O)oc1	6	4	-1	-5	0	-4	16	6	-10	3	5
CCOC(=O)c1cnn(-c2nc3c(C)cccc3s2)c1C	-8	-1	-1	-15	-25	-8	4	1	-13	9	-43
Cc1ccc(S(=O)(=O)NC2(C(F)(F)F)NC(=O)N(c3ccccc3F)C2=O)cc1 (stereo unspecified)	6	3	0	6	-2	-5	1	-1	-7	-5	-6
CCN(CC)CCNC(=O)c1ccc(NC(=O)c2ccc(S(=O)(=O)N3CCCCCC3)cc2)cc1	-16	6	-21	8	5	-5	-19	4	1	8	-3
O=C(COc1cc(F)ccc1[N+](=O)[O-])Nc1ccc(N2CCCCC2)cc1	8	11	5	14	4	-2	6	3	8	1	4
CSc1ccccc1Nc1ncnc(N)n1	-7	-7	2	-7	1	6	7	1	-3	-4	-20
Fc1ccc(F)c(NC2=NCCCCC2)c1	-42	3	-7	-6	-8	-6	16	-1	12	10	-4
Cc1ccc(C(=O)OCC(=O)NCCc2ccc(S(N)(=O)=O)cc2)o1	-6	-11	6	1	-7	-1	0	-11	0	7	4
Cc1coc2c(C)c3oc(=O)c(CCC(=O)NCCCn4ccnc4)c(C)c3cc12	3	-10	9	3	-31	-3	0	-4	-2	-10	7
C[C@H]1CCC[C@]2(CC(=O)c3cc(F)ccc3O2)C1	-9	-22	-8	-5	-17	-14	-26	11	0	-3	-12
CCCC(=O)N(Cc1cc(=O)[nH]c2ccccc12)c1ccccc1OC	-20	-9	-6	-18	3	2	-3	-14	-1	-3	8
Cc1csc(NC(=O)c2cccc([N+](=O)[O-])c2C(=O)O)n1	-24	-9	-3	-14	9	-8	0	-5	-11	5	-10

Some of the compounds tested; rates above refer to the full screens.
